Source: PubChem (NMMLSC)
RGS4-Gao reg: modulates binding of RGS4 to human Galphao. P09471. binding response (% of control), % at 10 µM. 0.33% of 220,000 active. Multiplexed bead flow cytometry; actives lie on both sides; in the data active means binding response below about 49% or above about 150%; inactive means in between;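 further: fluorescent Galphao activated with aluminum fluoride binding bead-coupled RGS4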
Target sequence (P09471 whole entry, looked up): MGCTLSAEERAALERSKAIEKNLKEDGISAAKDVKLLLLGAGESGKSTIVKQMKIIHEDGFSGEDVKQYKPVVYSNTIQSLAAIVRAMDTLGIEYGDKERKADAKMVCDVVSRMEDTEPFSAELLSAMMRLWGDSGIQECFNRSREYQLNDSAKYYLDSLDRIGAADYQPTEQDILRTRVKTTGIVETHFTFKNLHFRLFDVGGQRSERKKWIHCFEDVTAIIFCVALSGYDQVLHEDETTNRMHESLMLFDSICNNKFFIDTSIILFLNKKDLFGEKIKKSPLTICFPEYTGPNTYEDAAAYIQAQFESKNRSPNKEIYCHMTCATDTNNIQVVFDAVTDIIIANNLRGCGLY
RGS7-Gao reg: human RGS7-Galphao interaction regulation | binding response (% of control), % at 10 µM | AID 1439 | 0.35% of 220,000 active | P09471 | Multiplexed bead flow cytometry, RGS7-Galphao binding; actives lie on both sides; in the data active means binding response below about 49% or above about 150%; inconclusive means no clear call, values can overlap the other calls; inactive means in between;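 further: fluorescent Galphao held in activated GDP-AlF4 state binding bead-coupled RGS7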
ABCB1 block: human ABCB1 inhibition, ABCG2 as counter-screen; CCRF-Adr cells, JC-1 efflux, flow cytometry; inhibition, % at 6.6 µM; 0.067% of 190,000 active; AID 1326; in the data active means inhibition above about 40%;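 further: 0% = vehicle and 100% = reference inhibitor; higher value means more JC-1 retained so stronger ABCB1 efflux block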
Bcl-XL Bim block: inhibitors of Bim-Bcl-XL interaction, human. Bim peptide-Bcl-XL binding, bead flow cytometry, fluorescence. inhibition, % at 10 µM. 0.04% of 190,000 active. AID 1007
Bcl-2 Bim block: disrupts Bim peptide binding to human Bcl-2; Bead-based flow cytometry, Bim peptide-Bcl-2 binding; P10415; inhibition, % at 10 µM; AID 950; 0.06% of 190,000 active; in the data active means inhibition above about 40%; inconclusive means no clear call, values can overlap the other calls;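 further: 0% = no compound wells with probe peptide and 100% = reference peptide inhibitor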
Target sequence (P10415 whole entry, looked up): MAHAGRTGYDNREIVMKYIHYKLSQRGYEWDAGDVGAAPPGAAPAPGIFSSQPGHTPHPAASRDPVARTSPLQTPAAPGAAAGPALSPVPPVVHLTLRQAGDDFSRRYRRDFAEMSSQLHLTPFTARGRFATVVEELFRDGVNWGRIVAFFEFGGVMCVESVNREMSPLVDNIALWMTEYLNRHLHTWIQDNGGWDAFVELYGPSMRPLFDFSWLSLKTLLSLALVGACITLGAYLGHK
GSH fluor: GSH bead compound fluorescence profile | AID 1776 | fluorescence (KMESF) at 10 µM | 0.25% of 190,000 active | GSH beads flow cytometry, compound fluorescence 488/530 nm; active compounds read high; in the data active means fluorescence above about 89;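 further: glutathione beads carrying GST-tagged Bcl family fusion proteins plus one bare bead set; values are compound well signal with DMSO vehicle wells as background; inactives centre near 16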
Bfl-1 Bim block: disrupts Bim binding to human Bfl-1. Q16548. Bead-based flow cytometry, Bim-Bfl-1 binding inhibition. inhibition, % at 10 µM. 0.12% of 190,000 active. AID 1008;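 further: 0% = wells without compound plus tracer and 100% = blocker peptide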
Avidin bead fluor: avidin bead compound fluorescence profile; AID 1775; Avidin beads, compound fluorescence 488/530 nm, flow cytometry; active compounds read high; 0.38% of 220,000 active; fluorescence (KMESF) at 10 µM; in the data active means fluorescence above about 47; further: inactives centre near 10
ABCG2 block: blocks JC-1 efflux by human ABCG2 transporter. IgMXP3 cells, flow cytometry. 0.1% of 190,000 active. Q9UNQ0. inhibition, % at 6.6 µM;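 active means inhibition above 80%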;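 further: 0% = DMSO and 100% = nicardipine control wells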
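Measure – % inhibition of efflux relative to nicardipine and DMSO · Test system – ABCG2 IgMXP3 and barcoded ABCB1 CCRF-Adr cell mix · Control set – nicardipine as high control, DMSO as low control · Compound – one concentration, 6.6 µM final · Signal – flow cytometry of retained JC-1 fluorescence · Timing – 10 min exposure at 25 °C with rotation, no wash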
Bim-Bcl-B: disrupts Bim peptide binding to human Bcl-B; Q9HD36; bead-based flow cytometry; AID 951; 0.073% of 190,000 active; inhibition, % at 10 µM;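 further: 0% = tracer peptide without compound and 100% = reference inhibitor peptide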
Target sequence (Q9HD36 whole entry, looked up): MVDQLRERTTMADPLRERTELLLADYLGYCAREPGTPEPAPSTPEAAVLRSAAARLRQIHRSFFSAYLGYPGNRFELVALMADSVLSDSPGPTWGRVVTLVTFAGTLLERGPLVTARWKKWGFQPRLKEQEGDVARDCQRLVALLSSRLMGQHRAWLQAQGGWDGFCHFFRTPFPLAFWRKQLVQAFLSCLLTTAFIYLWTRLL
Bim-Bcl-W: human Bim-Bcl-W interaction inhibition; bead-based flow cytometry, Bim peptide-Bcl-W binding; inhibition, % at 10 µM; 0.02% of 190,000 active; Q92843;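 further: 0% = bound tracer without compound and 100% = peptide blocker; higher means less fluorescent Bim peptide bound to Bcl-W beads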
Target sequence (Q92843 whole entry, looked up): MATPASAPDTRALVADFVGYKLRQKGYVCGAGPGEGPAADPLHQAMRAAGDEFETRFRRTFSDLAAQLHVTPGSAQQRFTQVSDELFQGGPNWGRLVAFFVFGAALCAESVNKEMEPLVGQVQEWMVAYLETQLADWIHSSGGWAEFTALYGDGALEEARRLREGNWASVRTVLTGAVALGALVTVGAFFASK
* hit, by the source's call; u = inconclusive. Unless noted, no stated cut-off is given here; in the data, active means inhibition above about 40%.

SMILES | RGS4-Gao reg | RGS7-Gao reg | ABCB1 block | Bcl-XL Bim block | Bcl-2 Bim block | GSH fluor | Bfl-1 Bim block | Avidin bead fluor | ABCG2 block | Bim-Bcl-B | Bim-Bcl-W
O=C(c1cccc2cccc(O)c12)N1CCCCC1 | 93 | 94 | 0.3 | -6 | -5 | 31 | -4 | 2 | 1 | -2 | -3
Cc1cc(-c2cccc([N+](=O)[O-])c2)nc2ccc3ccccc3c12 | 94 | 94 | 0.0 | -6 | -2 | 27 | -6 | 8 | 6 | -4 | -6
COc1ccc(NC(=O)C2CCN(S(C)(=O)=O)CC2)cc1Cl | 98 | 102 | 0.2 | -3 | 0 | 18 | -1 | 34 | 1 | -2 | -1
CC/C(=C\C(=O)c1ccncc1)Nc1ccc(O)cc1 | 96 | 99 | 0.2 | 0 | 6 | 8 | 4 | 17 | 3 | 0 | 2
CCCCCCCCSc1nnc(CSc2nc3nc(C)cc(C)n3n2)o1 | 100 | 93 | 1.5 | -2 | -6 | 13 | -1 | 17 | 4 | -4 | -2
O=C(CCN1CCCC1)Nc1ccccc1 | 100 | 97 | 0.1 | -3 | -1 | 58 | -7 | 9 | 0 | -5 | -3
O=C(O)c1ccc(Cl)c(S(=O)(=O)NC(Cc2ccccc2)C(=O)O)c1 (stereo unspecified) | 105 | u | 1.6 | 0 | 1 | 12 | 5 | 11 | 11 | 5 | 2
CCC/C(O)=C1\C(=O)CCCC1=NC(C)C(=O)O (stereo unspecified) | 98 | 94 | 0.1 | -2 | -7 | 6 | -3 | 6 | 1 | -1 | 0
COc1ccc(NC(=S)NC(NC(=O)c2ccc(Cl)cc2Cl)C(Cl)(Cl)Cl)c([N+](=O)[O-])c1 (stereo unspecified) | 103 | 105 | -0.2 | -8 | -4 | 5 | -9 | 7 | 0 | -2 | 4
COC(=O)[C@@H](NC(=O)Nc1ccc(OC(F)(F)F)cc1)C(C)C | 100 | 104 | 1.0 | -3 | -3 | 34 | -8 | 11 | 2 | -4 | 2
Cc1ccc(C(=O)O/N=C\c2ccc(N3CCOCC3)c([N+](=O)[O-])c2)cc1 | 91 | 101 | 0.8 | -1 | -4 | 19 | 0 | 11 | 13 | 0 | -1
Cc1ccc(S(=O)(=O)NNc2nnc(C)c(=O)[nH]2)cc1 | 109 | u | -0.2 | 0 | 1 | 9 | -2 | 10 | 1 | -6 | 1
O=C(CCSCc1ccccc1Cl)NCc1ccco1 | 97 | 96 | 0.4 | 0 | 1 | 25 | 1 | 10 | 9 | 0 | 1
CC(C)NC(=O)/C=C/C(=O)O | 102 | 104 | 0.4 | 0 | 0 | 11 | -4 | 11 | 1 | -1 | -1
O=C(NCc1ccc2c(c1)OCO2)C1CC(c2ccccc2O)=NO1 (stereo unspecified) | 98 | 101 | 0.2 | -1 | -3 | 16 | -1 | 12 | 1 | 2 | 0
CCc1nc(OCCN(CC)CC)c2oc3ccccc3c2n1 | 101 | 102 | 0.4 | 0 | 0 | 15 | 0 | 9 | 0 | 0 | 0
O=C(CSc1nc(-c2ccccc2)nc2ccc(F)cc12)Nc1ccc(C(=O)O)cc1 | 96 | 90 | -0.8 | -1 | 2 | 13 | -5 | 13 | 9 | -1 | 0
O=S(=O)(O)c1nnc2sc3ccccc3n12 | 98 | 94 | 0.5 | -1 | 1 | 26 | 1 | 6 | 2 | -1 | 0
CC1CCc2nc(NC(=O)CN3CCN(Cc4ccc5c(c4)OCO5)CC3)sc2C1 (stereo unspecified) | 100 | 96 | 0.6 | -10 | -11 | 23 | -16 | 17 | 0 | -6 | -3
CC1CCCN(C(=O)CSc2nnc(-c3c[nH]c4ccccc34)o2)C1 (stereo unspecified) | 107 | 106 | 0.3 | -3 | -5 | 14 | -10 | 4 | 2 | -4 | -1

Compound profiles, as listed above.
CCc1nc(OCCN(CC)CC)c2oc3ccccc3c2n1 is entered as RGS4-Gao reg = 101; RGS7-Gao reg = 102; ABCB1 block = 0.4; Bcl-XL Bim block = 0; Bcl-2 Bim block = 0; GSH fluor = 15; Bfl-1 Bim block = 0; Avidin bead fluor = 9; ABCG2 block = 0; Bim-Bcl-B = 0; Bim-Bcl-W = 0
O=C(NCc1ccc2c(c1)OCO2)C1CC(c2ccccc2O)=NO1 (stereo unspecified) is entered as RGS4-Gao reg = 98; RGS7-Gao reg = 101; ABCB1 block = 0.2; Bcl-XL Bim block = -1; Bcl-2 Bim block = -3; GSH fluor = 16; Bfl-1 Bim block = -1; Avidin bead fluor = 12; ABCG2 block = 1; Bim-Bcl-B = 2; Bim-Bcl-W = 0

The results go on.
SMILES | RGS4-Gao reg | RGS7-Gao reg | ABCB1 block | Bcl-XL Bim block | Bcl-2 Bim block | GSH fluor | Bfl-1 Bim block | Avidin bead fluor | ABCG2 block | Bim-Bcl-B | Bim-Bcl-W
O=C(NCC(=O)N(c1cccnc1)C(C(=O)NC1CCCCC1)c1cccnc1)c1ccco1 (stereo unspecified) | 97 | 94 | 0.3 | -13 | -9 | 32 | -17 | 10 | 2 | -14 | -3
CCN(CC)c1ccc(/C=N/NC(=O)OC)c(O)c1 | 100 | 102 | 0.5 | -3 | 2 | 20 | 2 | 13 | 3 | -2 | -2
O=C(CSc1ccccc1)N/N=C/c1ccccc1O | 92 | 88 | 0.8 | -2 | -2 | 20 | -2 | 8 | 8 | -3 | -4
CC(C)Sc1nc2ccsc2c(=O)[nH]1 | 106 | u | -0.3 | -5 | -3 | 18 | -5 | 9 | 0 | -4 | -1
CC1CCCN(C(=O)CSc2nc3ncccc3[nH]2)C1 (stereo unspecified) | 101 | 101 | 0.4 | 2 | 4 | 28 | 5 | 7 | 3 | 3 | 3
COc1cccc2cc(C(C)=O)oc12 | 100 | 96 | 0.2 | 0 | -5 | 20 | -9 | 8 | 2 | -2 | -1
CCCNC(=O)c1nc(C)n(-c2cc(Cl)cc(Cl)c2)n1 | 103 | 100 | 0.6 | -2 | -3 | 15 | -6 | 6 | 2 | -5 | -1
COc1cc2cc(Oc3ccc4ccc(=O)oc4c3)c(=O)oc2cc1OC(C)=O | 100 | 98 | 0.6 | 4 | 3 | 19 | 0 | 6 | 5 | -3 | 4
O=C(CN(C(=O)C1COc2ccccc2O1)c1ccccc1)NCC1CCCO1 (stereo unspecified) | 103 | 100 | 0.4 | -4 | 0 | 16 | -2 | 8 | -2 | 2 | -3
CCNC(=S)NNC(=O)Nc1ccccc1 | 96 | 92 | 0.7 | -3 | -1 | 20 | 1 | 13 | 2 | -6 | 1
Cc1c(Cl)cccc1NC(=S)NCCc1ccc(S(N)(=O)=O)cc1 | 104 | 98 | 0.1 | -13 | -4 | 20 | -10 | 13 | 5 | -12 | -6
Cn1c(SCC(=O)Nc2ccc3nc(SCC(=O)NC4CC4)sc3c2)nnc1-c1ccccc1 | 99 | 99 | 0.0 | -9 | -5 | 17 | -13 | 13 | 1 | -11 | -5
CCN1CCCc2cc(CN(CCN3CCOCC3)C(=S)Nc3ccc(OC)c(Cl)c3)ccc21 | 97 | 98 | 2.4 | -4 | -3 | 11 | -6 | 24 | 3 | -10 | -4
O=C(NC(C(=O)c1ccccc1)n1ccc(=O)[nH]c1=O)c1ccccc1 (stereo unspecified) | 103 | 107 | 0.5 | -4 | -11 | 28 | -10 | 17 | 2 | -8 | 0
CO/N=C/c1ccc(N2CCN(C(=O)c3ccc(Cl)cc3Cl)CC2)c([N+](=O)[O-])c1 | 93 | 90 | 1.3 | 1 | 2 | 15 | 1 | 8 | 10 | 1 | 1
O=C(CSc1ccc2nnc(-c3cccs3)n2n1)N1CCCC1 | 97 | 98 | 0.9 | 10 | 6 | 19 | 4 | 24 | 4 | 2 | 10
Cc1cc(/C=C(\C#N)C(=O)O)c(C)n1CC1CCCO1 (stereo unspecified) | 101 | 98 | 0.9 | -2 | -2 | 16 | 2 | 9 | 7 | 1 | -3
NC(=O)c1cccn1Cc1ccccc1Cl | 99 | 99 | 1.5 | -9 | -8 | 23 | -19 | 20 | 7 | -10 | -3
CC(=O)n1cc([C@H]2C=C(C(=O)Nc3ccccc3)O[C@@H](OCCCCO)C2)c2ccccc21 | 99 | 100 | 3.9 | 0 | 0 | 21 | -1 | 6 | 3 | 1 | 0
O=C(NCCCNCc1ccccc1)c1ccccn1 | 96 | 97 | 1.3 | -7 | -13 | 20 | -19 | 34 | 35 | -5 | -1
CC1CCN(CCCCOc2ccc([N+](=O)[O-])cc2)CC1 | 99 | 99 | 0.5 | -5 | -3 | 12 | -1 | 33 | 1 | 0 | -3
O=C(COc1ccc2ccccc2c1Br)NC(=S)Nc1cccc(CO)c1 | 101 | 98 | 0.1 | -9 | -1 | 10 | -2 | 6 | 3 | -5 | -6
CC(C)c1ccc(NC(=O)C(c2ccccc2)N2CCN(C(=O)c3ccco3)CC2)cc1 (stereo unspecified) | 106 | 104 | 1.3 | 0 | 0 | 24 | 0 | 6 | 4 | 0 | -4
O=C(NCc1cn(-c2ccccc2)nc1-c1ccccc1)c1cccc([N+](=O)[O-])c1 | 99 | 95 | 1.2 | -11 | -12 | 21 | -14 | 13 | 11 | -13 | -5
O=[N+]([O-])c1cc(S(=O)(=O)NCCN2CCOCC2)ccc1Sc1nnnn1-c1ccccc1 | 101 | 103 | 0.5 | 0 | 1 | 16 | 0 | 5 | 6 | -3 | -2
C/C(CCc1ccccc1)=N\NC(=O)CC(=O)NCCc1ccccc1 | 98 | 99 | 0.3 | -5 | -4 | 20 | 0 | 4 | 1 | -8 | -7
COCCCNC(=O)CSc1nc2sc(C(=O)OC)c(C)c2c(=O)n1N | 101 | 98 | 0.1 | -1 | -1 | 24 | 0 | 9 | 13 | -5 | 2
O=C(Cn1ccccc1=O)c1ccc(Cl)cc1 | 101 | 99 | -0.6 | -2 | 0 | 11 | -2 | 22 | -4 | -3 | 0
CCOC(=O)c1c(C)nc(SCC(N)=O)c(C#N)c1-c1ccccc1 | 111 | 104 | 0.0 | -6 | -6 | 13 | -2 | 3 | 0 | -6 | -3
c1coc(CNc2nc3nonc3nc2NCc2ccco2)c1 | 99 | 97 | -0.1 | -8 | -8 | 11 | -14 | 12 | 4 | -7 | 1
CCc1cc2c(=O)c(-c3cnn(-c4ccccc4)c3)c(C)oc2cc1OCC(=O)Nc1cccc(C)c1 | 109 | 109 | -0.9 | 22 | 19 | 5 | 22 | 14 | -12 | 13 | 15
CCCn1c(CN2CCN(c3cccc(Cl)c3)CC2)nc2c1c(=O)n(C)c(=O)n2C | 98 | 98 | 0.2 | -2 | -6 | 27 | -9 | 6 | 1 | -3 | 1
COc1ccc(Cl)cc1C(=O)Nc1nc2ccc(S(C)(=O)=O)cc2s1 | 102 | 96 | -0.5 | -5 | 0 | 10 | -5 | 15 | -1 | -2 | -4
CCCNC(=O)c1ccccc1NC(=O)c1ccccc1N(C)S(=O)(=O)c1ccccc1 | 102 | 101 | 1.8 | -9 | -7 | 11 | -4 | 24 | 20 | -10 | -6
COC(=O)CSc1nnc(CNc2ccc(Cl)cc2)n1-c1ccccc1 | 96 | 94 | 0.7 | 3 | 3 | 36 | 4 | 8 | 12 | 6 | 9
CCn1c(SCc2ccc(C#N)cc2)nnc1-c1cccc(Cl)c1 | 100 | 102 | 0.6 | 0 | -9 | 35 | -13 | 10 | 5 | -7 | -1
